MRP reversal – reverses drug resistance mediated by MRP; H69AR cells + 2 uM doxorubicin, CellTiter-Glo, 72 h; differential viability (reversal), % at 10 µM; 85,000 compounds, 0.04% hits;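 active = viability drop by adding the cancer drug above about 55%, with treated viability meeting a 40% cutoff, limit read from the data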;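 note: viability without doxorubicin minus viability with 2 µM doxorubicin for each compound; larger differential means the compound sensitizes cells more to doxorubicin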
Bcl-B displacement – displacers of TR3 peptide from Bcl-B, primary screen, selectivity assay for Bfl-1 inhibitor project, biochemical, fluorescence polarization | 96,000 compounds, 0.11% hits | FP displacement of FITC-TR3 peptide from Bcl-B; higher % means a stronger effect | AID 748 | displacement, % at 20 µM, or IC50 in µM where a hit was titrated;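 active = displacement above 50% at 20 µM plus a fluorescence interference ratio under 1.5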;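 note: plate controls were wells without compound for no effect and wells lacking Bcl-B protein for full effect; a part of the inactive calls stands beside numbers as strong as those of hits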
PLAP inhibitors HTS – PLAP enzyme inhibitors, biochemical, luminescence, HTS (AID 690). purified PLAP, luminescent substrate; higher % means a stronger effect. one-dose inhibition, % at 20 µM; IC50 in µM for titrated hits. 96,000 compounds, 0.08% hits; in the data active = a potency from the dose series; inactive = the rest, 99 in 100 with inhibition below about 30%; note: strong numbers were not always called active
IL1B NFkB pot – enhances IL-1B driven NFkB nuclear translocation | 94,000 compounds, 0.3% hits | AID 819 | HUVEC IL-1B NFkB p65 nuclear translocation imaging | activation, % at 2 µM;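 active = activation above 40%, about the mean plus 3 SD, also judged a hit on visual image review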;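 note: percent activation is computed from the nuclear over cytoplasmic p65 intensity ratio; values of inactives mirror those of a sister screen read the other way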
NFkB transloc inh – blocks IL-1B driven NFkB nuclear translocation in HUVEC cells; HUVEC IL-1B NFkB p65 nuclear translocation imaging; inhibition, % at 2 µM; 94,000 compounds, 0.43% hits;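 active = inhibition above about 30% together with a positive call from visual inspection of the well image, limit read from the data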;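 note: nuclear over cytoplasmic p65 intensity ratio measured by imaging; 0% = IL-1B stimulated DMSO wells and 100% = unstimulated DMSO wells; values of inactives mirror those of a sister screen read the other way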
MRP reversal cytotoxicity – recorded beside MRP reversal, whose call it bears; viability, %; H69AR cells, CellTiter-Glo, 72 h; measured here: cytotoxicity without doxorubicin
MRP reversal with doxorubicin – recorded beside MRP reversal, whose call it bears; viability, %; measured here: viability with 2 uM doxorubicin; hits give low values
NFkB transloc inh cell count 2 µM – further read-out of NFkB transloc inh, marked with its call; cell count; measured here: cells passing quality filter;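 raw number of nuclei counted in each imaged well without normalization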
IL1B NFkB pot cell count 2 µM – second read-out of IL1B NFkB pot, no call of its own (marks repeat the call); cell count; measured here: cells passing quality filter
* hit, by the source's call; / = not tested or not shown. An excerpt. The share of hits here may be higher or lower than overall.

SMILES	MRP reversal	MRP reversal cytotoxicity	MRP reversal with doxorubicin	Bcl-B displacement	PLAP inhibitors HTS	IL1B NFkB pot	IL1B NFkB pot cell count 2 µM	NFkB transloc inh	NFkB transloc inh cell count 2 µM
Cc1cc([N+](=O)[O-])c(C(C)(C)C)cc1N	/	/	/	1%	19%	28	195	-28	195
CCCN1CNC(=S)N(c2cccc(C)c2C)C1	-9	99	109	-9%	-5%	-5	133	5	133
CCOC(=O)CCSCC(=O)Nc1nnc(C)s1	/	/	/	-1%	-11%	28	84	-28	84
CCOC(=O)C1CCCN(C(=O)Nc2ccccc2)C1 (stereo unspecified)	4	97	93	-12%	8%	1	160	-1	160
COCCCN(C(=O)Nc1ccc(C)c(C)c1)C(C)c1ccccn1 (stereo unspecified)	7	104	98	-4%	-19%	34	162	-34	162
COc1cccc(CNc2ccc(S(=O)(=O)Nc3nccs3)cc2)c1O	10	95	85	-4%	-36%	19	115	-19	115
Cc1ccccc1CS(=O)(=O)CC1(O)CCN(C(=O)c2cccc(C(F)(F)F)c2)CC1	/	/	/	0%	-34%	-4	177	4	177
Cc1cnc(C(=O)Nc2cccc3ncccc23)cn1	9	93	84	7%	-55%	-4	116	4	116
CCC(=O)NC(=S)Nc1cccc(C(C)=O)c1	/	/	/	19%	0%	-4	207	4	207
CC(Oc1ccc(Cl)cc1Cl)C(=O)Nc1ccncc1 (stereo unspecified)	-20	34	54	4%	-61%	0	154	0	154
CCOC(=O)c1cnn(-c2ccccc2)c1NC(=O)c1ccc(C)cc1	7	75	68	-4%	-1%	8	70	-18	163
CCOC(=O)C1=C(O)/C(=C/c2cn(CC(=O)N3CCCC3)c3ccccc23)SC1=Nc1ccccc1	-11	11	22	/	/	8	123	-8	123
CCOc1ccc(Cl)cc1S(=O)(=O)N1CCN(c2ccc(F)cc2)CC1	-2	71	73	-2%	4%	-9	119	9	119
O=C(CSc1nnc(-c2cccs2)n1-c1ccccc1)NCc1ccc2c(c1)OCO2	2	83	81	-9%	-6%	1	121	-1	121
O=C(Cn1nnc2ccccc21)OCC(=O)c1ccccc1	14	96	82	/	/	2	109	-2	109
O=C(Nc1cnn(Cc2ccccc2)c1)c1cc2nc(-c3ccco3)cc(C(F)(F)F)n2n1	29	74	46	-10%	-18%	/	/	/	/
CC1(C)CNC(=O)CC(C)(C)N1O	-10	85	95	-4%	8%	3	111	-3	111
CSCC[C@H](NC(=O)CC(C)(C)C)c1nc2ccccc2[nH]1	6	98	91	3%	-2%	-6	122	6	122
NC(=O)c1ccccc1N/C=C/C(=O)c1ccc(Cl)cc1	-13	74	87	-57%	4%	8	174	-8	174
COc1ccc(C)cc1S(=O)(=O)N(C)CC(=O)NCc1ccco1	-2	77	79	-2%	-41%	5	169	-5	169
O=C(Nc1ccc(S(=O)(=O)NC2CCCC2)cc1)c1cnccn1	-7	81	88	2%	-12%	14	129	-14	129
O=C(COc1ccccc1)Nc1ccc2c(c1)nc1n2CCOC1	10	97	87	3%	1%	40	113	-40	113
O=c1c2c3nc4ccccc4nc3n(-c3ccc4c(c3)OCCO4)c2ncn1CC1CCCO1 (stereo unspecified)	8	90	83	-53%	-15%	/	/	/	/
Cc1c(-c2c(C#N)c(N)nc3c2CCCCCC3)cnn1C	/	/	/	6%	25%	-18	121	18	121
CN(C)CCN1C(=O)C(=O)/C(=C(/O)c2ccc(F)cc2)C1c1ccccc1 (stereo unspecified)	-9	91	100	5%	-52%	22	121	-22	121
(listing goes on)
SMILES	MRP reversal	MRP reversal cytotoxicity	MRP reversal with doxorubicin	Bcl-B displacement	PLAP inhibitors HTS	IL1B NFkB pot	IL1B NFkB pot cell count 2 µM	NFkB transloc inh	NFkB transloc inh cell count 2 µM
Cc1ccc(/C=N/NC(=O)Cn2nccc2C)o1	-25	83	109	-12%	8%	4	146	-4	146
CC(C)COP(=O)(c1ccc(N(C)C)cc1)C(O)c1ccccn1 (stereo unspecified)	0	92	92	-3%	-40%	9	147	-9	147
C=CCN(CC=C)Cc1c(O)ccc2c1oc(=O)c1ccccc12	/	/	/	/	/	-8	145	8	145
Cc1cccc(NS(=O)(=O)c2ccc(C)c(C(=O)OCC(=O)Nc3cc(C)on3)c2)c1	-7	87	94	-2%	-10%	8	127	-8	127
Nc1nc2n(n1)C(c1ccccc1)CC(c1ccc(F)cc1)N2 (stereo unspecified)	3	101	98	-17%	-18%	18	51	-18	51
COc1ccc(-c2nnc(SCC(=O)Nc3cc(C)on3)n2N)cc1OC	-4	83	87	-14%	-6%	11	218	-11	218
O=C(NCc1ccccc1)c1cccc(OCC(=O)N2CCN(C(=O)c3ccco3)CC2)c1	1	82	80	3%	-6%	-3	151	3	151
CC(CCc1ccccc1)NC(=O)c1cccs1 (stereo unspecified)	/	/	/	3%	12%	9	178	-9	178
C=CCn1c(CNC(=O)c2ccco2)nnc1SCC(=O)N1c2ccccc2Sc2ccccc21	-7	34	41	-2%	-52%	4	150	-4	150
COC(=O)/C=C1\S/C(=N/NC(=O)c2ccccc2)NC1=O	/	/	/	-5%	-148%	-13	222	13	222
CCNc1nc(CN2CCOCC2)nc2sc3c(c12)CCC3	-5	71	76	1%	-50%	10	66	-10	66
CCOC(=O)Cn1c(=O)oc2cc(S(=O)(=O)NCc3cccs3)ccc21	-4	80	83	-4%	22%	-18	36	18	36
CC(NC(=O)Cn1nnc(-c2ccncc2)n1)c1ccccc1 (stereo unspecified)	17	89	72	/	/	-1	135	1	135
COc1ccc(C(CNC(=O)c2ccccc2C)N2CCCC2)cc1 (stereo unspecified)	/	/	/	-5%	-65%	2	158	-2	158
O=C(Cc1cccs1)N(c1ccccc1)C1C=CS(=O)(=O)C1 (stereo unspecified)	5	88	82	-4%	-17%	21	162	-21	162
CC1CN(Cc2nc3c(c(=O)n(C)c(=O)n3C)n2CCCO)CC(C)O1 (stereo unspecified)	8	95	87	-2%	17%	11	134	-11	134
NS(=O)(=O)c1ccc(NC(=O)COC(=O)CCNC(=O)NC23CC4CC(CC(C4)C2)C3)cc1	-8	87	95	9%	-44%	9	119	-9	119
Cc1cccc(C)c1NC(=O)C1(NC(=O)c2cnccn2)CCCCC1	6	103	98	-8%	-3%	1	151	-1	151
CCOC(=O)c1[nH]c2cc3c(cc2c1NC(=O)CN1CCc2ccccc2C1)OCO3	/	/	/	0%	-8%	2	103	-2	103
O=C(Nc1ccc(N2CCCCC2)c(Cl)c1)c1ncn[nH]1	/	/	/	4%	-40%	3	116	-3	116
COc1cc(OC)cc(C(=O)N2CCN(C(=O)c3cccc(F)c3)CC2)c1	-5	78	83	-10%	-20%	1	190	-1	190
Cc1ccn2c(C(=O)CSc3ccc(Cl)cc3Cl)c(C)nc2c1	/	/	/	-2%	7%	-6	116	6	116
O=C(C1CC1)N(Cc1ccco1)c1nc(-c2ccccc2)cs1	-6	65	71	-11%	11%	24	116	-24	116
O=C(CN1CCN(c2ncc(C(F)(F)F)cc2Cl)CC1)NC(=O)NCc1ccccc1	-8	95	102	-4%	9%	/	/	/	/
CCCCN(N=Nc1nonc1OC)c1nonc1OC	14	84	70	-7%	-11%	16	211	-16	211
The results go on:
SMILES	MRP reversal	MRP reversal cytotoxicity	MRP reversal with doxorubicin	Bcl-B displacement	PLAP inhibitors HTS	IL1B NFkB pot	IL1B NFkB pot cell count 2 µM	NFkB transloc inh	NFkB transloc inh cell count 2 µM
CCOc1ccccc1N(C(=O)CNS(=O)(=O)c1ccccc1)C(CC)C(=O)NCc1ccco1 (stereo unspecified)	0	95	94	10%	-48%	2	169	-2	169
CC(=O)c1cccc(N(C(=O)c2cnccn2)C(C(=O)NCc2ccccc2)c2ccco2)c1 (stereo unspecified)	-1	79	80	1%	-55%	1	150	-1	150
COc1ccc(C(=O)Nc2nc3cc(OC)c(OC)cc3c(=O)[nH]2)cc1	-2	13	16	-8%	0%	-3	96	3	96
O=C(c1cccnc1)N1CCCc2ccccc21	-14	83	97	-2%	-1%	11	176	-11	176
O=C(Nc1nnc(C2CCCC2)s1)C1CCC1	-1	93	93	-6%	15%	40*	148*	-40	148
COCCNC(=O)CN(c1ccc(C)cc1)S(=O)(=O)c1ccccc1	-4	98	102	8%	5%	1	172	-1	172
COC(=O)c1ccccc1NC(=O)NCc1cccnc1	4	96	92	-10%	-4%	-13	117	13	117
Oc1ccccc1Cn1c(-c2ccccc2O)nc2ccccc21	0	75	75	-8%	-22%	5	62	-5	62
N=C1SCC(=O)N1c1nc(-c2ccccc2)cs1	/	/	/	1%	-3%	-5	111	6	111
CNC(=O)CCSc1ccc(C)cc1	6	91	85	/	/	10	151	-10	151
Nc1nonc1C(=O)NCCN=Cc1cc(Cc2ccccc2)cc(Br)c1O	15	100	85	-10%	-12%	-2	78	2	78
CCOc1ccc(C(CCc2ccccc2)NC(=O)c2ccccc2OC)cc1OCC (stereo unspecified)	/	/	/	12%	-16%	17	173	-17	173
O=C1N=C(c2ccccc2)S/C1=C\c1cccs1	-12	97	109	-27%	5%	11	170	-11	170

14 structures already listed, sorted by molecular weight, ascending.
SMILES	MRP reversal	MRP reversal cytotoxicity	MRP reversal with doxorubicin	Bcl-B displacement	PLAP inhibitors HTS	IL1B NFkB pot	IL1B NFkB pot cell count 2 µM	NFkB transloc inh	NFkB transloc inh cell count 2 µM
CNC(=O)CCSc1ccc(C)cc1	6	91	85	/	/	10	151	-10	151
O=C(c1cccnc1)N1CCCc2ccccc21	-14	83	97	-2%	-1%	11	176	-11	176
O=C(Nc1nnc(C2CCCC2)s1)C1CCC1	-1	93	93	-6%	15%	40*	148*	-40	148
O=C1N=C(c2ccccc2)S/C1=C\c1cccs1	-12	97	109	-27%	5%	11	170	-11	170
N=C1SCC(=O)N1c1nc(-c2ccccc2)cs1	/	/	/	1%	-3%	-5	111	6	111
COC(=O)c1ccccc1NC(=O)NCc1cccnc1	4	96	92	-10%	-4%	-13	117	13	117
CCCCN(N=Nc1nonc1OC)c1nonc1OC	14	84	70	-7%	-11%	16	211	-16	211
O=C(C1CC1)N(Cc1ccco1)c1nc(-c2ccccc2)cs1	-6	65	71	-11%	11%	24	116	-24	116
COc1ccc(C(=O)Nc2nc3cc(OC)c(OC)cc3c(=O)[nH]2)cc1	-2	13	16	-8%	0%	-3	96	3	96
COCCNC(=O)CN(c1ccc(C)cc1)S(=O)(=O)c1ccccc1	-4	98	102	8%	5%	1	172	-1	172
Nc1nonc1C(=O)NCCN=Cc1cc(Cc2ccccc2)cc(Br)c1O	15	100	85	-10%	-12%	-2	78	2	78
CC(=O)c1cccc(N(C(=O)c2cnccn2)C(C(=O)NCc2ccccc2)c2ccco2)c1 (stereo unspecified)	-1	79	80	1%	-55%	1	150	-1	150
O=C(CN1CCN(c2ncc(C(F)(F)F)cc2Cl)CC1)NC(=O)NCc1ccccc1	-8	95	102	-4%	9%	/	/	/	/
CCOc1ccccc1N(C(=O)CNS(=O)(=O)c1ccccc1)C(CC)C(=O)NCc1ccco1 (stereo unspecified)	0	95	94	10%	-48%	2	169	-2	169

Screening data as filed in PubChem BioAssay.
